MCL1 BIM primary: inhibitors of human MCL1 binding to BIM-BH3 peptide | Q07820 | GST-MCL1 / FITC-Bim-BH3 fluorescence polarization | inhibition, % at 10.9 µM | actives 0.68% (n = 320,000) | AID 2057;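 active = inhibition above the mean inhibition of all tested compounds plus 3 SD, set per campaign, cut at about 40% in these data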;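 also: 0% = DMSO wells and 100% = unlabeled Bim-BH3 peptide control; higher means more loss of mP so more displacement of Bim peptide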
GSTO1 inh: GSTO1 inhibition, counter-screen for RBBP9 inhibitors | inhibition, % at 5.96 µM | AID 1974 | recombinant GSTO1, activity-based probe fluorescence polarization | P78417 | actives 1.1% (n = 300,000);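 active = inhibition above the campaign mean inhibition plus 3 SD, cut at about 35% in these data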;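 also: 0% = GSTO1-1 with DMSO and 100% = wells lacking GSTO1-1 enzyme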
Target sequence (P78417 whole entry, looked up): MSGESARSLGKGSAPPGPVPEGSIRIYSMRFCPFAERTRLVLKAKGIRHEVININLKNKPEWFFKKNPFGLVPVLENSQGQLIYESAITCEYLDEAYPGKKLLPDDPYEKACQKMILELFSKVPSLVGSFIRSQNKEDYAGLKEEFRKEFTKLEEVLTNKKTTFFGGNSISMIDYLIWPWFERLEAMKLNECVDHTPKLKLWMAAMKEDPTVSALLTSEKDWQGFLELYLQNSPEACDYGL
GLD-1 TGE inh: GLD-1-TGE RNA interaction inhibition (C. elegans); AID 2280; purified GLD-1 + fluorescein TGE RNA, fluorescence polarization; inhibition, % at 5.96 µM; actives 0.44% (n = 320,000); Q17339;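 active = percent inhibition above a per-plate cutoff, the plate mean of test compounds plus 3 SD, cut at about 30% in these data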;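 also: 0% = DMSO wells with GLD-1 and probe and 100% = wells lacking GLD-1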
Target sequence (Q17339 whole entry, looked up): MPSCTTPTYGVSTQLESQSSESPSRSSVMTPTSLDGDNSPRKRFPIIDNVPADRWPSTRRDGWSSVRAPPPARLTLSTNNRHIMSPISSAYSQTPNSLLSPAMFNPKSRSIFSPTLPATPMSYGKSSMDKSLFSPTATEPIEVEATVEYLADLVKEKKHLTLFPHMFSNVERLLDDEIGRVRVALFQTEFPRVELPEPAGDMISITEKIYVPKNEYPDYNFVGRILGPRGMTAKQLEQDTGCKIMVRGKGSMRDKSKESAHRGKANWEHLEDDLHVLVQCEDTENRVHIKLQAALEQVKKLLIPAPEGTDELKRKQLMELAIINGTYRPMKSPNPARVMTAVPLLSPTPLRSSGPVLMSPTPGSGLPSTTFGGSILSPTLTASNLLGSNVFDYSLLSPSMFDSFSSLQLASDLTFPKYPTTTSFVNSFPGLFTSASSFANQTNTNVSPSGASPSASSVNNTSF
MEX-5 binding: C. elegans MEX-5 TCR-2 RNA binding activity. MEX-5/FITC-TCR2 RNA binding, fluorescence polarization; hits give low values. activity score (negative = inhibition of binding), % at 10 µM. actives 0.38% (n = 300,000). AID 1832;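 active = inhibition past about -25% in most replicates, and total fluorescence under double the plate's negative control median, limit read from the data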;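 also: 0% = DMSO and -100% = 5 µM competing unlabeled TCR2 RNA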
Fam108B counter: blocks mouse Fam108B hydrolase in RBBP9 counter-screen. recombinant Fam108B, FP-Rh probe fluorescence polarization. inhibition, % at 9.51 µM. actives 0.33% (n = 300,000);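 active = inhibition above the screen mean inhibition plus 3 SD, computed separately per campaign, cut at about 18% in these data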;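 also: inhibitors lower polarization as less probe binds the enzyme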
Bcl-xL primary: inhibitors of human Bcl-xL. AID 2129. Q07817. inhibition, % at 10.9 µM. actives 0.7% (n = 320,000). GST-Bcl-xL / FITC-Bim BH3 peptide fluorescence polarization;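 active = inhibition above the mean of all tested compounds plus 3 SD, cutoff set per campaign, cut at about 30% in these data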;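 also: 0% = DMSO wells and 100% = unlabeled Bim-BH3 peptide competitor; inhibitors lower millipolarization by displacing the labeled peptide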
Target sequence (Q07817 whole entry, looked up): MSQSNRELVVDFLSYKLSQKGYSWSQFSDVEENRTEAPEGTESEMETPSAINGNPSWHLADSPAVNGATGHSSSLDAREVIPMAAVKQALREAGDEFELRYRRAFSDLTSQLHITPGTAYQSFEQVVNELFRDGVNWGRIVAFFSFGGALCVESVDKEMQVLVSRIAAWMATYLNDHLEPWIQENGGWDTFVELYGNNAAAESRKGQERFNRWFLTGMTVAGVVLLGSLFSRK
PME-1 primary: PME-1 (human) inhibition; recombinant PME-1, FP-Rh probe fluorescence polarization; inhibition, % at 5.9 µM; Q9Y570; actives 0.53% (n = 320,000);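 active = inhibition above the campaign mean of all compounds plus 3 SD, cut at about 26% in these data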;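 also: competitive labeling of PME-1 active site by serine hydrolase directed probe; 0% = PME-1 with DMSO and 100% = wells lacking PME-1 enzyme; inhibitors block probe labeling so polarization falls and inhibition rises; many of its hits are not listed in these tables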
PAD4 FP inh: blocks human protein arginine deiminase 4; inhibition, % at 6.36 µM; recombinant PAD4, RCA probe fluorescence polarization; AID 485272; actives 0.41% (n = 330,000);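 active = percent inhibition above a cutoff equal to the mean of all tested compounds plus 3 SD, cut at about 15% in these data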;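 also: 0% = PAD4 with RCA probe and DMSO and 100% = probe without PAD4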
TPT1 inh: C. albicans TPT1 enzyme inhibition. inhibition, % at 5 µM. AID 1962. recombinant caTPT1, FP RNA substrate dephosphorylation. actives 0.81% (n = 300,000);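 active = inhibition above the mean of all tested compounds plus 3 SD, set per screening campaign, cut at about 24% in these data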;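 also: plate controls were DMSO alone for no effect and ferristatin control at 100 nM for full effect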
* marks the source's active call; other numbers are inactive results; / = no result given. Only part of the results is shown (hit frequency here may not be typical).

SMILES	MCL1 BIM primary	GSTO1 inh	GLD-1 TGE inh	MEX-5 binding	Fam108B counter	Bcl-xL primary	PME-1 primary	PAD4 FP inh	TPT1 inh
Cc1ccc(-c2cc([C@H]3[C@H]4C=CC[C@@H](C)[C@@H]4C(=O)N3Cc3ccccc3)ccc2F)cc1	-3	0	-9	-0.3	8	0	3	0	-1
CCOC(=O)c1cc(C)sc1/N=C/C1C(=O)CCCC1=O	4	-8	5	2.6	-6	6	8	0	-1
COCC1CCCCN1C(=O)c1ccc(OC)c(OC2CCN(C(C)C)CC2)c1 (configuration not stated)	-2	6	5	-3.4	1	2	4	2	-1
Cc1ccc(/C=N/N2CCN(c3ccncc3S(=O)(=O)N3CCCCC3)CC2)cc1	2	6	8	0.2	-3	6	0	-1	-1
COc1ccccc1CNC(=O)c1cccs1	-5	9	2	-0.4	1	-1	-3	0	2
Cc1nc(SCC(=O)c2cc3ccccc3oc2=O)c(C#N)c(-c2cccs2)c1C(=O)Nc1ccccc1	-6	1	-2	1.1	-3	6	1	-7	0
Cn1ncc(Cl)c1C(=O)Nc1ccc(Cl)cn1	-1	7	10	0.4	5	11	-1	-2	-4
Cc1ccc(-n2nc(-c3ccc(OC(F)(F)F)cc3)cc2N)cc1C	-5	2	5	0.9	2	0	-2	-2	0
O=[N+]([O-])c1ccc(-c2csc(NN=C3CCCC3)n2)cc1	-3	4	6	1.5	-5	-6	2	0	2
O=S(=O)(c1ccc(Cl)s1)N1CCC2(CC1)OCCO2	11	3	-2	0.3	-2	4	5	5	-2

The last five entries of the section above come first, to join the parts.
SMILES	MCL1 BIM primary	GSTO1 inh	GLD-1 TGE inh	MEX-5 binding	Fam108B counter	Bcl-xL primary	PME-1 primary	PAD4 FP inh	TPT1 inh
Cc1nc(SCC(=O)c2cc3ccccc3oc2=O)c(C#N)c(-c2cccs2)c1C(=O)Nc1ccccc1	-6	1	-2	1.1	-3	6	1	-7	0
Cn1ncc(Cl)c1C(=O)Nc1ccc(Cl)cn1	-1	7	10	0.4	5	11	-1	-2	-4
Cc1ccc(-n2nc(-c3ccc(OC(F)(F)F)cc3)cc2N)cc1C	-5	2	5	0.9	2	0	-2	-2	0
O=[N+]([O-])c1ccc(-c2csc(NN=C3CCCC3)n2)cc1	-3	4	6	1.5	-5	-6	2	0	2
O=S(=O)(c1ccc(Cl)s1)N1CCC2(CC1)OCCO2	11	3	-2	0.3	-2	4	5	5	-2
CC(C)(C)[C@H]1C=C(C(=O)NCc2nc3ccccc3[nH]2)O[C@@H](OCc2ccc(CO)cc2)C1	3	4	9	4.2	0	1	3	2	2
COC(=O)c1sccc1NC(=O)Nc1ccc(F)cc1F	-2	3	0	-1.0	1	-2	-1	-6	3
COc1ccc(CNC(=O)CN2C(=O)COc3ccc(S(=O)(=O)NC4CCCC4)cc32)cc1	2	10	-9	-1.7	-5	0	0	0	4
c1ccc2c(c1)c1ccccc1n2CN1CCOCC1	7	6	1	0.6	-1	4	0	0	-1
Cn1c(C(=O)NC2CCCCC2)cc2c(=O)n(C)c3ccccc3c21	7	15	3	-1.3	-4	3	3	3	67*
CC(=O)c1ccc(NC(=O)COC(=O)C2C3CC4OC(=O)C2C4C3)cc1 (configuration not stated)	7	-5	-4	3.5	0	2	-7	4	1
CCN(CC)S(=O)(=O)c1ccc(/C=C/C(=O)OCC(=O)NCc2ccc3c(c2)OCO3)cc1	-3	26	-1	1.5	-1	4	1	1	0
Cc1cc(C)nc(Sc2ccc(/C=C(\C#N)C(N)=O)o2)n1	28	15	4	-2.4	5	18	-10	1	4
O=c1sc2ccccc2n1Cc1ccccc1	10	5	7	0.2	1	8	-3	0	-1
Cc1cccc(NC(=O)NNC(=O)COc2ccc([N+](=O)[O-])cc2)c1C	4	1	1	0.1	1	0	5	-2	2

Limited to GSTO1 inh and MCL1 BIM primary, for some of the entries so far:
| Molecule | GSTO1 inh | MCL1 BIM primary |
| --- | --- | --- |
| COc1ccccc1CNC(=O)c1cccs1 | 9 | -5 |
| Cc1nc(SCC(=O)c2cc3ccccc3oc2=O)c(C#N)c(-c2cccs2)c1C(=O)Nc1ccccc1 | 1 | -6 |
| Cn1ncc(Cl)c1C(=O)Nc1ccc(Cl)cn1 | 7 | -1 |

Additional structures follow:
SMILES	MCL1 BIM primary	GSTO1 inh	GLD-1 TGE inh	MEX-5 binding	Fam108B counter	Bcl-xL primary	PME-1 primary	PAD4 FP inh	TPT1 inh
Cc1ccnc(NC(=O)CCNC(=O)c2ccccc2Cl)c1	8	1	6	0.3	2	2	3	-1	-4
CC(C)c1cccc(C(C)C)c1OCCCCCN1CCOCC1	-1	1	2	4.1	-1	8	-1	-2	0
CC1(C)Cc2c(sc(NC(=O)C(=O)NCCCN3CCOCC3)c2C#N)CO1	8	6	3	-1.2	2	5	0	0	0
CCOc1ccccc1NC(=O)N1CCCN(c2ncccc2C#N)CC1	4	-2	-6	0.2	1	3	-5	-3	-1
Cc1nc(SCc2ccccc2)nc2c1CCC2	-2	-2	1	0.2	5	2	-3	10	-2
Cc1cccc(-n2nc([N+](=O)[O-])c(=NCc3cccnc3)n2O)c1	-10	1	1	1.2	0	-4	5	1	-3
O=C(CN1C2CCC1CC(NC(=O)NC1CCCCC1)C2)NC1CC1 (configuration not stated)	-1	3	3	-2.5	1	1	-3	0	-8
O=C(NCc1ccccc1)NC(=O)c1ccncc1	-3	6	6	-2.1	-2	7	1	-2	-2
CC(C)(C)S(=O)(=O)c1cnc(N2CCCCC2)nc1N	-8	10	-2	-1.0	-1	-15	2	3	2
O=C(N/N=C/c1ccc(O)cc1)c1cncc(Br)c1	-4	0	2	-2.9	-2	4	1	-5	1
CCCCC(=O)Nc1ccc(NC(=S)NC(=O)c2cccs2)cc1OC	16	0	3	-1.3	-3	7	0	-1	-1
COc1ccc(N2C(=O)CC(Nc3cccc([N+](=O)[O-])c3)C2=O)cc1 (configuration not stated)	-2	-4	7	-1.3	1	2	-3	1	-5
COc1ccc(-c2csc(NC(=O)CCN3C(=O)C4CC=CCC4C3=O)n2)cc1OC (configuration not stated)	-13	2	-2	-2.1	2	2	2	7	5
Cc1[nH]c2ccccc2c1SCCN	12	7	0	0.7	6	7	3	2	3
Cc1ccccc1N(C(=O)c1snc(C(N)=O)c1N)C(C(=O)NC1CCCCC1)c1ccc(O)cc1 (configuration not stated)	1	2	-7	-1.4	1	1	0	-6	2
C[C@H](O)[C@@]1(O)CC[C@H]2[C@@H]3CC[C@@H]4C[C@H](O)CC[C@]4(C)[C@H]3CC[C@@]21C	4	-3	2	-0.9	0	2	-4	-2	2
CCOc1ccc(NC(=O)c2ccc(F)c(S(=O)(=O)N3CCN(c4ccccn4)CC3)c2)cc1	2	0	3	1.1	1	6	0	-1	2
COCCn1c(NCc2ccccc2)nc2c1c(=O)[nH]c(=O)n2C	0	-5	-2	-1.1	2	0	-2	-1	-2
CCOC(=O)c1c(NC(=O)c2cccnc2)sc(C(C)=O)c1C	5	-1	2	1.9	2	4	-3	2	2
CCc1nn(CCCC(=O)NCc2ccco2)c(=O)c2cc3occc3n12	5	4	5	-3.0	-2	4	4	1	1

Of the compounds above, 4 have a nitro group on carbon.
SMILES	MCL1 BIM primary	GSTO1 inh	GLD-1 TGE inh	MEX-5 binding	Fam108B counter	Bcl-xL primary	PME-1 primary	PAD4 FP inh	TPT1 inh
O=[N+]([O-])c1ccc(-c2csc(NN=C3CCCC3)n2)cc1	-3	4	6	1.5	-5	-6	2	0	2
Cc1cccc(NC(=O)NNC(=O)COc2ccc([N+](=O)[O-])cc2)c1C	4	1	1	0.1	1	0	5	-2	2
Cc1cccc(-n2nc([N+](=O)[O-])c(=NCc3cccnc3)n2O)c1	-10	1	1	1.2	0	-4	5	1	-3
COc1ccc(N2C(=O)CC(Nc3cccc([N+](=O)[O-])c3)C2=O)cc1 (configuration not stated)	-2	-4	7	-1.3	1	2	-3	1	-5

Next part:
SMILES	MCL1 BIM primary	GSTO1 inh	GLD-1 TGE inh	MEX-5 binding	Fam108B counter	Bcl-xL primary	PME-1 primary	PAD4 FP inh	TPT1 inh
Cc1cccc(CSCCNC(=O)COc2ccc(Cl)cc2)c1	-4	3	3	0.8	-2	-2	5	-7	3
CCCCc1ccc(S(=O)(=O)NCCc2ccncc2)cc1	7	2	1	-2.3	12	3	2	3	2
Cc1cccc2cc(C#N)c(N3CCC(O)CC3)nc12	8	-1	-2	0.2	1	9	-2	1	-3
CSc1cccc(CN2CCN(CCc3ccccc3)C(CCO)C2)c1 (configuration not stated)	0	4	4	0.7	0	3	3	-3	2
Cc1ccc(OCC(=O)N(C)CC(=O)Nc2ccc(Cl)c(C(F)(F)F)c2)c([N+](=O)[O-])n1	-6	/	3	/	/	1	-4	1	/
CCCc1cc(C(=O)Nc2ccc(F)cc2F)no1	-4	-1	-6	-0.2	-4	0	-1	3	0
O=C(O)[C@H](Cc1c[nH]c2ccccc12)Nc1ncccc1[N+](=O)[O-]	5	4	-6	0.3	-4	4	2	0	2
C[n+]1ccc(C(=O)NCc2ccccc2)cc1	-22	1	-1	2.5	-3	-13	-1	-1	1
CC1(C)CC(=O)C2=C(C1)c1c(ccc3ccccc13)NC2c1cc([N+](=O)[O-])cc([N+](=O)[O-])c1O (configuration not stated)	16	-335	-3	-1.9	26*	6	-5	-1	-2
O=[N+]([O-])c1ccc2[nH]c3c(c2c1)CCCC3	3	2	3	-0.5	1	7	1	-3	0
O=C(c1c(F)cccc1F)N(Cc1ccccc1)Cc1ccccc1	0	3	4	0.9	0	5	2	0	0
CN(C)S(=O)(=O)c1ccc(C(=O)NCc2nnc(SCC(=O)NCc3ccco3)o2)cc1	2	4	-1	0.5	3	5	5	-4	-3
COc1ccccc1NC(=S)NC1CCC(CC2CCC(NC(=S)Nc3ccccc3OC)CC2)CC1 (configuration not stated)	-2	-11	-4	2.5	-22	-5	-28	3	1
COc1cc(C2NC(=S)NC(C)=C2C(=O)Nc2ccc(C)cc2)ccc1O (configuration not stated)	0	9	30	1.1	3	-3	-4	0	-4
CCC(CC)NC(=O)Nc1ccc(C)cc1	3	-1	-6	-1.9	5	5	-2	-3	1
Cc1ccc[n+](CC(=O)N2CCCc3ccccc32)c1	0	5	0	-2.4	-2	1	7	2	0
CCCCCc1ccc(-c2cn(CCc3c[nH]c4ccccc34)nn2)cc1	-10	-1	4	0.1	2	1	3	6	0
Cc1nc(Br)c(Br)c(C)c1Br	-3	-5	-2	0.8	-1	-4	1	0	0
CCCn1c(=O)c(C#N)cn(C2CC2)c1=O	-2	2	9	-0.6	-1	2	-2	0	2
CCOC(=O)c1cc(S(=O)(=O)NCc2ccc3c(c2)OCO3)cn1C	7	9	2	0.4	6	4	-8	3	-2
NNC(=S)Nc1ccc(S(=O)(=O)N2CCCCC2)cc1	10	-9	1	-1.4	-2	10	-1	1	-2
CCc1ccc(OCC2NCCc3cc(OC)c(OC)cc32)cc1 (configuration not stated)	7	0	-3	2.8	-3	8	-8	-9	2

Assay outcomes as filed in PubChem.
